GCN5L2 inh: blocks human GCN5L2 histone acetyltransferase; 390,000 tested, 0.21% active; GCN5L2 HAT assay, ThioGlo1 CoA-SH fluorescence; Potency, µM (titrated, usually from 58.9 µM), inactives show at the highest dose activity change, negative = inhibition, hits mostly inhibitors; AID 504327; Q92830
Target sequence (Q92830 whole entry, looked up): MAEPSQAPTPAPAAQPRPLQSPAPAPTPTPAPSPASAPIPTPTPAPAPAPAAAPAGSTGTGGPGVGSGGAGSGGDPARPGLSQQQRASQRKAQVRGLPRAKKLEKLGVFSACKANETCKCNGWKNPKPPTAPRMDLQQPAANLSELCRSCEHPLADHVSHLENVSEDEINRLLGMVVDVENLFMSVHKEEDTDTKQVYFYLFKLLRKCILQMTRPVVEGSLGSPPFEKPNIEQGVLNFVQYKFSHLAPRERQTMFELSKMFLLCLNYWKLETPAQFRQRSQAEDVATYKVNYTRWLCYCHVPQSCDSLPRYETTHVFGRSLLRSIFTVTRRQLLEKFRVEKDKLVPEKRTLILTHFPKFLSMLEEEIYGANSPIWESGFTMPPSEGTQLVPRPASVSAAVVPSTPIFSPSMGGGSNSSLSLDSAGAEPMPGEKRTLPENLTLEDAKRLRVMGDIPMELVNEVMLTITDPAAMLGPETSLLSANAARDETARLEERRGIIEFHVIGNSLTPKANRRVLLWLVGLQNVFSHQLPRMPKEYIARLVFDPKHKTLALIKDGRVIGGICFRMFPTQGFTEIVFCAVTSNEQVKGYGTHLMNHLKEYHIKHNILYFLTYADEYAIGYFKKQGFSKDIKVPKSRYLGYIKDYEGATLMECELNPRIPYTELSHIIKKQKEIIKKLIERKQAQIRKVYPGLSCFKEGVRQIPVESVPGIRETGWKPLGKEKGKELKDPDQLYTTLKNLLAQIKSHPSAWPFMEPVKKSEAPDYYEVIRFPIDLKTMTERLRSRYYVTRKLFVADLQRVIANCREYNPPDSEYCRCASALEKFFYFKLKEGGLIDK
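Titration-based screen in which CoA formation is detected via maleimide probe ThioGlo1 (50uM) turning fluorescent on thiol reaction; substrates H3(1-25) 75uM and acetyl-CoA 70uM, GCN5L2 20nM, 20 min incubation at room temperature.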
DT40 TDP1 no CPT: qHTS for Inhibitors of human tyrosyl-DNA phosphodiesterase 1 (TDP1): qHTS in cells in absence of CPT | AID 686978, 2013 | DT40 Tdp1-/- hTDP1 cells, no CPT, ATP luminescence, 48 h | Potency, µM (series often up to 46.2 µM), inactives show top-dose activity change, negative = growth inhibition, actives largely listed as inhibitors | 420,000 tested, 15% active; also: nearly all actives have a fitted effect of over 55% in size
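Cells were dispensed at 400 per well, compounds added by pin tool, plates incubated ≥48 hr at 37 °C, then CellTiter-Glo added for 30 min at room temperature before luminescence reading. Line: DT40 Tdp1-/- complemented with hTDP1; camptothecin omitted.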
TDP1 block: blocks human tyrosyl-DNA phosphodiesterase 1; Q9NUW8; recombinant TDP1, AlphaScreen DNA substrate cleavage; Potency, µM (highest dose often 130 µM), without a hit: top-dose activity change, negative = inhibition, hits mostly inhibitors; 350,000 tested, 0.28% active; AID 485290; also: nearly all actives have a fitted effect of over 40% in size
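Signal: AlphaScreen proximity between streptavidin donor and anti-FITC acceptor beads on intact substrate. Reaction: Tdp1 1 nM, substrate 15 nM final, 5 min RT after 15 min compound preincubation.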
* marks the source's active call; other numbers are inactive results; ? = inconclusive; nt = no result given; & = joins results of further samples; [ ] = another dose, or the depositor's remark. Calls follow the shape of the dose curve; as a rule, active = well fitted curve in the direction sought with a large enough effect; inconclusive = small, poorly fitted or top-dose-only effect, or another doubt; inactive = no such curve, though single readings can be large; an effect the other way counts as inactive or inconclusive. % is scaled to controls: 0 for no effect and ±100 for the full control effect; potency is read from the fitted curve at half-maximal effect.

Each structure is followed by: GCN5L2 inh | DT40 TDP1 no CPT | TDP1 block
CN(C)S(=O)(=O)c1cccc(NC(=O)COc2ccc(C(=O)c3ccccc3)cc2)c1
  -10% | 16µM* | nt
COc1ccc(S(=O)(=O)NCCOc2ccccc2)cc1C
  -3% | -9% | nt
O=C(NNc1ccc([N+](=O)[O-])cc1)c1ccccc1F
  -3% | -15% | 3%
CCCn1nc(C(=O)NNC(=O)c2ccc(OC(F)F)cc2)c2ccccc2c1=O
  -4% | -14% | 1%
CC(=O)c1c(C)[nH]c(C(=O)OCC(=O)N(C)c2c(N)n(Cc3ccccc3)c(=O)[nH]c2=O)c1C
  -1% | -10% | nt
CCOc1ccccc1NC(=O)CSC1=Nc2ccccc2C2=NC(CC(=O)NC3CCCCC3)C(=O)N12 (stereo unspecified)
  -5% | 21µM* | 0%
Cc1ccc(Cl)cc1NC(=O)COC(=O)c1ccc(COc2ccc3c(C)cc(=O)oc3c2)cc1
  0% | nt | 1%
COc1ccc(CCC(=O)Nc2ccc(Cl)c(S(=O)(=O)N3CCCC3)c2)cc1
  -4% | ? | 6%
Cc1ccc(NC(=O)CN(C)S(=O)(=O)c2ccc3c(c2)CCC(=O)N3)c(C)c1
  0% | -30% | 2%
Cc1ccc(NC2=CC(=O)CCC2)cc1C
  -1% | -23% | 3%
Cc1c(NC(=O)C(C)n2cc([N+](=O)[O-])cn2)c(=O)n(-c2ccccc2)n1C (stereo unspecified)
  -11% | -3% | 6%
COc1ccc(OC)c(NC(=O)CSc2nnc(CNC(=O)c3cccs3)o2)c1
  -19% | 14% | 4%
CCC(C(=O)NC(N)=O)c1ccccc1 (stereo unspecified)
  2% | 14% | nt
CNC(C)C#Cc1c(-c2cc(OC)c(OC)c(OC)c2)noc1C (stereo unspecified)
  -10% | 16µM* | nt
O=C(Nc1ccc(N2CCCC2)cc1)c1cccc(-c2cc3ccccc3oc2=O)c1
  28% | 23µM* | -1%
Cc1ccc(NCc2ccc([N+](=O)[O-])s2)cc1
  -7% | -7% | 8%
COc1ccc(-c2[nH]c(-c3ccccc3)nc2SCC(=O)NC2CCCC2)cc1
  -17%&-5% | 21µM* | -2%[12.3 µM]
COc1ccc(/C(C)=N/NC(=O)c2cc(-c3cccnc3)nc3ccccc23)cc1
  4% | -22% | -1%
CC1SCC(=O)N(CC(=O)NC2CCCCC2)C1=O (stereo unspecified)
  0% | 8% | 0%
COCCn1c(SCC(=O)N2CC(C)OC(C)C2)nc2c([nH]c3ccccc32)c1=O (stereo unspecified)
  -4% | -21% | 2%
OCCNCC(O)CN1c2ccccc2Sc2ccccc21 (stereo unspecified)
  -7% | ? | nt
CC(C)Oc1ccc(CNC(=O)c2ccc3c(c2)nc2n3CCCCC2)cc1
  -15% | ? | 5%
O=[N+]([O-])c1ccc(Nc2ccc(F)cc2)cc1
  -1% | -29% | nt
CCOC(=O)Cc1csc(NC(=O)Cc2ccc(C)cc2)n1
  -6% | -19% | 6%
O=C(Nc1ccc(Cl)cn1)C1CCCN(c2ncnc3c2nc2n3CCCCC2)C1 (stereo unspecified)
  -5% | 21µM* | 8%
Cc1cc(C)nc(NS(=O)(=O)c2ccc(NC(=O)c3ccccc3C)cc2)n1
  -22% | -4% | nt
COc1ccc(-c2nc3oc4cc(OC)ccc4c(=O)c3c(=O)n2Cc2ccco2)cc1
  -17% | 23µM* | 8%
Cc1c(Br)c([N+](=O)[O-])nn1CCCC(=O)Nc1sc2c(c1C#N)CCC2
  -10% | 16µM* | 2%
c1ccc(NCc2cccnc2)cc1
  -4% | -4% | 0%
CCN(c1ccc(OCC(=O)OCC(=O)Nc2ccc(F)c(F)c2F)cc1)S(=O)(=O)c1ccccc1
  1% | -14% | 0%

The last 5 compounds of the section above are carried over, then new ones follow.
Each structure is followed by: GCN5L2 inh | DT40 TDP1 no CPT | TDP1 block
Cc1cc(C)nc(NS(=O)(=O)c2ccc(NC(=O)c3ccccc3C)cc2)n1
  -22% | -4% | nt
COc1ccc(-c2nc3oc4cc(OC)ccc4c(=O)c3c(=O)n2Cc2ccco2)cc1
  -17% | 23µM* | 8%
Cc1c(Br)c([N+](=O)[O-])nn1CCCC(=O)Nc1sc2c(c1C#N)CCC2
  -10% | 16µM* | 2%
c1ccc(NCc2cccnc2)cc1
  -4% | -4% | 0%
CCN(c1ccc(OCC(=O)OCC(=O)Nc2ccc(F)c(F)c2F)cc1)S(=O)(=O)c1ccccc1
  1% | -14% | 0%
CCCn1c2ccccc2c2cnn(CC(=O)N3CCCC(C)C3)c(=O)c21 (stereo unspecified)
  -10% | ? | 1%
COCCn1c(C)cc(C(=O)CN2c3cccc4cccc(c34)S2(=O)=O)c1C
  -11% | -1% | 5%
COc1ccccc1NC(=O)C(=O)NCCC1CCCCN1S(=O)(=O)c1ccccc1 (stereo unspecified)
  -3% | ? | 0%
CCN(CC)c1cc(C)c2cc(NC(=O)c3ccc(F)cc3Cl)ccc2n1
  -8% | ? | 0%
COc1cccc(CC(=O)OCC(=O)NNC(=O)c2ccc([N+](=O)[O-])cc2)c1
  -5% | -3% | 4%
C[C@H](NC(=O)OC(C)(C)C)C(=O)NCC1CCC(C(=O)N[C@@H](Cc2ccccc2)C(=O)O)CC1 (stereo partly specified)
  -7% | -21% | nt
CC(C)(C)c1nn2cnnc2n(/N=C/c2cccc3ccccc23)c1=O
  -10% | -5% | 1%
O=C(/C=C1\NCC2c3ccccc3CCN2C1=O)c1ccccc1 (stereo unspecified)
  8% | ? | 0%
CCC1C(=O)N=C(SCC(=O)Nc2nc3ccccc3s2)NC1=O (stereo unspecified)
  1% | -3% | 0%
O=C(NCCc1cccs1)c1ccc(Cl)cc1
  -8% | -19% | 3%
CCOc1cc(C(=S)N2CCN(C)CC2)ccc1OCC(=O)N1CCOCC1
  0% | -8% | 2%
CC(C)(C)OC(=O)N1CCC(c2c(C(=O)NCCN3CCOCC3)cnn2-c2ccc(F)cc2)CC1
  16% | ? | -4%
CCCCn1c(SCC(=O)NC2CCCC2)nc2ccccc2c1=O
  2% | -23% | 6%
CCOC(=O)NC(Cc1c[nH]c2ccccc12)C(=O)NCCc1ccc(S(N)(=O)=O)cc1 (stereo unspecified)
  -25% | -21% | nt
Nc1ccc(CNc2ncn[nH]2)cc1
  -6% | -19% | 0%
CCCc1nc2oc3c(NCC(C)O)ncnc3c2c2c1CCCC2 (stereo unspecified)
  9% | ? | 6%
COc1ccc(C)c2sc(N(CCN(C)C)C(=O)c3cccc(N4C(=O)CCC4=O)c3)nc12
  -4% | -20% | nt
Cc1cccn2c(=O)c3cc(C(=O)O)n(C)c3nc12
  -22% | -9% | 5%
Oc1ccc(Br)cc1-c1n[nH]c(=S)n1Cc1ccccc1
  -2% | -29% | nt
CCN(CC)C(=O)N1CCn2c(nc3ccccc32)C1
  0% | -26% | 2%

Taken from the results shown for reference:
Each structure is followed by: GCN5L2 inh | DT40 TDP1 no CPT | TDP1 block
COc1cccc(CC(=O)OCC(=O)NNC(=O)c2ccc([N+](=O)[O-])cc2)c1
  -5% | -3% | 4%
C[C@H](NC(=O)OC(C)(C)C)C(=O)NCC1CCC(C(=O)N[C@@H](Cc2ccccc2)C(=O)O)CC1 (stereo partly specified)
  -7% | -21% | nt

(continued)
Each structure is followed by: GCN5L2 inh | DT40 TDP1 no CPT | TDP1 block
CCn1c(COC(=O)CNC(=O)c2ccccc2F)nc2cc(S(=O)(=O)N(C)C)ccc21
  -3% | 22% | nt
CCOC(=O)C(C(C)=O)c1c(Br)c(O)c(O)c2c(C(=O)c3ccc(C)cc3)coc12 (stereo unspecified)
  -13% | 2.6µM* | 0%
C=CC[n+]1c(-c2ccc(C)cc2)csc1Nc1ccc(NC(C)=O)cc1
  -20% | ? | 10%
Cc1cccc(CN2CCN(Cc3ccco3)CC2)c1
  5% | -22% | nt
NS(=O)(=O)c1cccc(NC(=O)CC23CC4CC(C2)CC(CC(=O)Nc2cccc(S(N)(=O)=O)c2)(C4)C3)c1
  6% | -6% | nt
CCCCOc1ccc(C2=CSC3=NCCN23)cc1[N+](=O)[O-]
  15% | 29µM* | nt
COc1cccc(-n2nnc3c(sc4nc(C)cc(C)c43)c2=O)c1
  -1% | -15% | 0%
COc1cc(/C=N/n2cnnc2)ccc1OCCOc1ccccc1
  2% | -15% | 0%
CCN(CC)c1ccc(C2NC(=O)NC(C)=C2C(=O)Nc2ccccc2)cc1 (stereo unspecified)
  0% | -24% | 4%
CN1CCN(c2nc3c(c(=O)[nH]c(=O)n3C)n2Cc2cccc3ccccc23)CC1
  -7% | ? | -1%
O=C(C[C@H]1C/C=C\CC[C@H](Cc2ccc(F)cc2)C(=O)OC[C@H]2CCCN2C1=O)N[C@H](CO)Cc1ccccc1
  0% | 21µM* | 2%
CCc1sc(C(=O)Nc2ccc(N3CCOCC3)cc2)cc1C
  -17% | ? | 9%
CC1CN(c2nc(-c3ccc(Br)cc3)nnc2-c2ccccc2)CC(C)N1 (stereo unspecified)
  0% | 10µM* | 4%
CCCCN=c1scc(-c2ccc3c(c2)NC(=O)CO3)n1N=C1CCCC1
  -9% | 23µM* | 10%
CCOc1ccc(Cn2nnc(C(=O)Nc3cc(OC)cc(OC)c3)c2N)cc1
  -6% | 6% | 4%
CCOC(=O)Nc1ccc(S(=O)(=O)Nc2cc(C)on2)cc1
  -13% | 2% | 1%
O=C(CN1C(=O)COc2ccc(Cl)cc21)N1CCc2ccccc21
  -2% | -23% | -1%
O=[N+]([O-])c1c(Nc2ccc(Br)cc2)ccc2nonc12
  7% | -12% | nt
CC(=O)c1cccc(-n2c(CCC(=O)O)ccc2-c2cccs2)c1
  -9% | -3% | 4%
COc1cc(C(=O)N2CCN(c3ccccc3OC)CC2)c([N+](=O)[O-])cc1OC
  -12% | ? | -1%
CCCC1=Nc2cc(C(=O)NCCc3ccccc3)ccc2Sc2ccc(C)cc21
  -7% | 6.5µM* | 0%
CCc1cccc(NC(=O)Cn2c(=O)n(CCCCCC(=O)NCc3ccc(F)cc3)c(=O)c3sccc32)c1
  -5% | ? | 2%
Cc1cc2ccccn2c1C(=O)c1ccc(N/N=C/c2ccc(C(=O)O)cc2)c([N+](=O)[O-])c1
  -5% | -8% | nt
CCOC(=O)C1CCN(S(=O)(=O)c2ccc3c(c2)CC(=O)N3)CC1
  -6% | 5% | nt
CCOc1ccc(NC(=O)CN(C)C(=O)c2cn(-c3ccc(F)cc3)nc2-c2cccc(OC)c2)cc1OCC
  -13% | ? | nt
CCOC(=O)C1CCCN(c2nc(C)nc3c2oc2ccccc23)C1 (stereo unspecified)
  -2% | 21µM* | -2%
CC(c1ccccc1)N1C(=O)NC(NC(=O)c2cccnc2)(C(F)(F)F)C1=O (stereo unspecified)
  -5% | -17% | -1%[56.1 µM]
O=C(Cn1nnc(-c2ccc(Cl)cc2)n1)NCc1ccco1
  -13% | 3% | ?
CCN(CC)S(=O)(=O)c1ccc(NC2c3ncccc3C(=O)N2Cc2ccccc2)cc1 (stereo unspecified)
  3% | -24% | 4%
O=C(CC1C(=O)NCCN1Cc1ccc(-c2ccccc2)cc1)NCC1CC1 (stereo unspecified)
  2% | ? | 5%
O=S1(=O)CC(NCc2ccccc2)C(Nc2ccc(Cl)cc2)C1 (stereo unspecified)
  -14% | 2% | 5%
Cc1ccc(NS(=O)(=O)c2ccc(C(=O)N3CCOCC3)cc2)cc1
  4% | ? | -6%
CC(C(=O)N1CCCCC1)N1CCN(S(=O)(=O)c2ccc(Cl)cc2)CC1 (stereo unspecified)
  -3% | -1% | -15%
COc1ccc(C(=O)NCC(=O)OCC(=O)c2c(C)[nH]c3ccccc23)cc1OC
  -3% | -29% | 2%
COc1ccc(C(NC(=O)C2C3C=CC(C3)C2C(=O)O)c2ccccc2)cc1 (stereo unspecified)
  -2% | -12% | 0%
Cc1cccc(OCC(=O)Nc2ccc(CN3CCOCC3)cc2)c1C
  1% | -13% | 2%
CCOC(=O)C1CCCN(Cc2ccc(OCc3ccccc3)cc2)C1 (stereo unspecified)
  3% | ? | 0%
CCOC(=O)c1ccc(NC(=O)CSc2nnc(CNC(=O)c3ccccc3F)o2)cc1
  0% | -12% | 8%
CN(C)c1cccc(C(=O)N(Cc2ccccc2)Cc2ccccc2)c1
  ? | ? | nt
Cc1cc(Cl)ccc1OCCCC(=O)OCC(N)=O
  -7% | 1% | -4%
COc1ccc(CC(=O)NC(C)c2nnc(SCC(=O)c3ccc(Br)cc3)n2C)cc1 (stereo unspecified)
  -13% | ? | 4%
CC(C)c1nc2oc3c(=O)[nH]cnc3c2c2c1COC(C)(C)C2
  -4% | 9% | nt
O=C(Nc1ccc2oc(-c3cccc4c(Br)cccc34)nc2c1)c1ccc(Br)cc1
  -5% | -5% | -4%[12.3 µM]

Screening data as filed in PubChem.

This is a subset (hit frequency here may not be typical).
